Giardia kill – kills Giardia lamblia; Giardia lamblia trophozoite viability; activity change, % at 7.66 µM, hits read low; 0.15% of 340,000 active; AID 540267; in the data active means activity change below about -80%; inconclusive means between about -30% and that limit;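 further: parasites exposed to compound for two days anaerobically before the ATP read; on the % scale 0 is the no-effect control and ±100 the full control effect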
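Luminescent ATP signal served as the viability read-out, measured 15-30 min after adding ATP detection reagent to trophozoites that had been incubated with compounds for 48 hrs at 37 deg C anaerobically at 100 cells/well.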
TCR activator – activates T cell receptor signaling | primary human leukocytes, anti-CD3, IL-2 HTRF, 48 h | Potency, µM (titrated, usually from 9.22 µM), without a hit: at the top dose activation of IL-2 secretion, hits mostly activators | 330,000 tested, under 10 active; further: % of control where 0% means no effect
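Readout: HTRF IL-2, Eu-cryptate/d2 antibody pair, 320nm excitation, 665nm emission. Stimulus: a-CD3 beads, no co-stimulation. Cells: primary human leukocytes. Exposure: 48 hr with compound.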
hERG WT inh – KCNH2 (human, wildtype) channel inhibition | U2OS, BacMam KCNH2, thallium flux FluxOr; active compounds read low | activity change, % at 1.84 µM | 0.37% of 340,000 active;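 active means maximum activity change below -70%; inconclusive means maximum activity change between -70% and -50%; inactive means maximum activity change above -50%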; further: on the % scale 0 is the no-effect control and ±100 the full control effect
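U2OS cells transduced with wild-type KCNH2 virus are loaded with FluxOr dye for 45 min, and thallium flux is measured in kinetic reads before and after stimulation buffer. Rate constants are normalized to DMSO controls.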
Tb PFK block – T. brucei PFK enzyme inhibition. T. brucei PFK, ADP-Glo luminescence. Potency, µM (doses to about 57.5 µM), for the others: top-dose activity, negative = inhibition, actives largely listed as inhibitors. 0.17% of 330,000 active. AID 485367;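 further: potency means the concentration at half of the fitted maximal effect; 0% = uninhibited 1x PFK enzyme wells and -100% = no-enzyme wells; nearly all actives have a fitted effect of over 60% in size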
Target sequence (O15648 whole entry, looked up): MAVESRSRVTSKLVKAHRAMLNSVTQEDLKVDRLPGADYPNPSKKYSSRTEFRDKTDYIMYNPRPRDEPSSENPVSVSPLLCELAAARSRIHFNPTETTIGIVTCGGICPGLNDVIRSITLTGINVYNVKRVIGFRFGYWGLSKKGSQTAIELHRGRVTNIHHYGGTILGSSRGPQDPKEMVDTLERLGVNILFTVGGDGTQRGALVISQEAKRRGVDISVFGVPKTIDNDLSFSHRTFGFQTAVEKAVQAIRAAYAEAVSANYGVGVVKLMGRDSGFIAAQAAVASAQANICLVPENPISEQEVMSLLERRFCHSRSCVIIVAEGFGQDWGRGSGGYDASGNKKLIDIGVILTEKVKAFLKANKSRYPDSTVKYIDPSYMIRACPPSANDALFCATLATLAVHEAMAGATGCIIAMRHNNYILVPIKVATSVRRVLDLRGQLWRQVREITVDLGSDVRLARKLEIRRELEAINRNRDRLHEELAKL
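1.25 nM PFK with 0.5 mM F6P and 0.1 mM ATP in 0.1 M TEA pH 8.0, 5 mM MgCl2, incubated 45 min at room temperature; ADP measured by ADP-Glo luminescence; compounds titrated up to 57 uM.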
MLL CXXC-DNA inh – inhibitors of human MLL CXXC domain-DNA interaction; MLL-CXXC / FITC-HOXA9 DNA fluorescence polarization; Potency, µM (highest dose often 115 µM), without a hit: at the highest dose activity change, negative = inhibition, actives largely listed as inhibitors; 0.037% of 290,000 active; active means well fitted inhibition curve with a large enough effect in the polarisation, with a control signal flat, not every such curve was filed as active; inconclusive means small, poorly fitted or top-dose-only effect, or effect the other way, or a change in a side signal; inactive means no such curve, though single readings can be large or run the other way; the % refers to the polarisation; further: potency means the concentration at half of the fitted maximal effect
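Fluorescence polarization: 7 uM MLL-CXXC (stock) preincubated 5 min with compounds, then 50 nM fluorescein-HOX-A9 DNA (stock) added; 30 min ambient. Buffer 50 mM Tris-HCl pH 7.5, 50 mM NaCl, 1 mM DTT, 0.05% BSA.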
BCR signal inh – inhibitors of chronic active B-cell receptor signaling; ABC-DLBCL IkBa-CBG/CBR reporter, luminescence ratio, 4 h; Potency, µM (series often up to 46.1 µM), for inactives: at the highest dose ratio change, negative = lower green/red ratio, most hits filed as inhibitors; 0.05% of 340,000 active; AID 493014; active means well fitted inhibition curve with a large enough effect in the signal ratio, with a control signal flat, not every such curve was filed as active; inconclusive means small, poorly fitted or top-dose-only effect, or effect the other way, or a change in a side signal; the % refers to the signal ratio;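 further: potency means the concentration at half of the fitted maximal effect; plate controls were basal doxycycline-induced cells for no effect and cells given 10 µM MG132 for full effect; MG132 reads +100%, hits lower the ratio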
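TMD8 human ABC-DLBCL cells with doxycycline-inducible IκBα–green luciferase fusion and unfused red luciferase, in 0.5% FBS medium; compounds up to 46 uM, 4 h at 37C. Green/red luminescence ratio, filter-overlap corrected, fitted to concentration-response curves.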
GALK inhibitor – blocks human galactokinase activity. P51570. Purified GALK, Kinase-Glo residual ATP luminescence. Potency, µM (titrated, usually from 57.5 µM), for the others: top-dose activity change, negative = inhibition, usual class: inhibitors. 0.007% of 270,000 active. AID 1868; further: potency means the concentration at half of the fitted maximal effect; on the % scale 0 is the no-effect control and ±100 the full control effect
Target sequence (P51570 whole entry, looked up): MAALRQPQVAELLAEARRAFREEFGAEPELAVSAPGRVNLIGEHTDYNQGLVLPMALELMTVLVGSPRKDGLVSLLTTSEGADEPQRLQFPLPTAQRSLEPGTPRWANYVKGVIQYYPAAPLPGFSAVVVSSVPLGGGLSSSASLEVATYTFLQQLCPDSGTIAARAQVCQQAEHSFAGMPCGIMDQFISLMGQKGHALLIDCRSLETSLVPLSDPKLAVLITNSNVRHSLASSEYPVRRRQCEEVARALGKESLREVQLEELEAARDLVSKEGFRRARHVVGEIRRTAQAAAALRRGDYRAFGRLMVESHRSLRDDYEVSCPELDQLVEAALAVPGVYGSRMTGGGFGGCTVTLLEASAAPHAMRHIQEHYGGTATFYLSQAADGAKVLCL
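Luminescence from leftover ATP (Ultra-Glo luciferase/luciferin) served as read-out after a 1 h room-temperature reaction of 5 nM GALK with 35 uM ATP and 100 uM galactose.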
TSHR antagonist – human thyrotropin receptor antagonism; P16473; TSHR-expressing cells, TSH-stimulated cAMP HTRF, 2 h; active compounds read low; activity change, negative = inhibition, % at 11.5 µM; 0.2% of 330,000 active; AID 504810;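 active means activity change below a set negative limit, meaning inhibition stronger than a set level, cut at about -70% in these data; inconclusive means activity change between two set negative limits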; further: on the % scale 0 is the no-effect control and ±100 the full control effect
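Freshly harvested TSHR cells receive pin-tooled compound, then EC80 TSH at 4nM final. After 2 hours at 37 deg C, antibody in lysis buffer and cAMP-d2 are added; 30 minutes at ambient temperature precede the HTRF read.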
FBPA coupling cs – coupling enzyme interference in Giardia aldolase counter-screen; coupling enzyme system counterscreen, AmpLite Red fluorescence; activity change, negative = inhibition, % at 58.2 µM, hits read low; 0.67% of 290,000 active; AID 2472; in the data active means activity change below about -30%; further: on the % scale 0 is the no-effect control and ±100 the full control effect
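Fluorescence at 525 nm excitation and 598 nm emission measured inhibition of the coupled detection system without aldolase. Compounds (at 57.5 uM final) were preincubated 10 min at room temperature with coupling enzyme reagent before a 20 min substrate/AmpLite Red step.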
A-T KAP1 phos – candidate therapy for ataxia-telangiectasia; Potency, µM (highest dose often 57.5 µM), for inactives: at the top dose activation, usual class: activators; 0.19% of 320,000 active; […] A-T fibroblasts, KAP-1 phosphorylation AlphaLISA; neocarzinostatin DNA damage 30 min before lysis; further: potency means the concentration at half of the fitted maximal effect; % of control where 0% means no effect; nearly all actives have a fitted effect of over 45% in size
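hTERT-immortalized A-T patient fibroblasts ([…]), 500 cells/well in OPTI-MEM, 1% FBS, got compounds for 60 min, then NCS for 30 min at 37C. Lysates were then assayed for phospho-KAP-1 by AlphaLISA (anti-pKAP1 donor, anti-KAP1 acceptor beads), 6 hr at 25C.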
The depositor's hits bear a star; ? = inconclusive; · = no result given; [ ] = another dose, or the depositor's remark. Unless noted, the call rests on the fitted dose curve; in most records, active means well fitted curve in the direction sought with a large enough effect; inconclusive means small, poorly fitted or top-dose-only effect, or another doubt; inactive means no such curve, though single readings can be large; an effect the other way counts as inactive or inconclusive. No enrichment for hits; overall some 1.6% were active at least once.

Start of the data: the first four records, to show the layout:
cpd	smiles	Giardia kill	TCR activator	hERG WT inh	Tb PFK block	MLL CXXC-DNA inh
1	COc1c(S(=O)(=O)N2CCN(C)CC2)ccc(Cl)c1Cl	4	2%	-3	2%	2%
2	Brc1ccc(Cn2c(-c3cncs3)nc3ccccc32)cc1	-12	-5%[46.1 µM]	7	-5%	7%
3	O=S(=O)(NCC(c1ccco1)N1CCCCC1)c1ccccc1C(F)(F)F (stereo not given)	6	3%	15	0%	·
4	CCN(CC)c1ccc(NC(=O)CSc2nc3ccccc3c(=O)[nH]2)cc1	8	4%	-3	-3%	4%

cpd	BCR signal inh	GALK inhibitor	TSHR antagonist	FBPA coupling cs	A-T KAP1 phos
1	0%	5%	27	-2	26%
2	?	-3%	6	0	7%
3	?	·	-16	·	-19%
4	5%	1%	-7	-3	-2%

Results (from the top)
cpd	smiles	Giardia kill	TCR activator	hERG WT inh	Tb PFK block	MLL CXXC-DNA inh
1	COc1c(S(=O)(=O)N2CCN(C)CC2)ccc(Cl)c1Cl	4	2%	-3	2%	2%
2	Brc1ccc(Cn2c(-c3cncs3)nc3ccccc32)cc1	-12	-5%[46.1 µM]	7	-5%	7%
3	O=S(=O)(NCC(c1ccco1)N1CCCCC1)c1ccccc1C(F)(F)F (stereo not given)	6	3%	15	0%	·
4	CCN(CC)c1ccc(NC(=O)CSc2nc3ccccc3c(=O)[nH]2)cc1	8	4%	-3	-3%	4%
5	COC(=O)c1ccc(COc2ccc(C=O)cc2OC)o1	-10	3%	10	-4%	11%
6	COC(=O)C(=O)/C=C(\O)c1ccc(C)cc1	-3	8%	-5	3%	-3%
7	O=C(Nc1ccc(F)cc1F)NC1CCCc2ccccc21 (stereo not given)	17	-4%	-3	-9%	8%
8	CCc1cc2c3c(c1)C(C)CC(C)(C)N3C(=O)/C2=C1\SC(=O)NC1=O (stereo not given)	-4	-1%	2	-1%	-13%
9	CC(C)CN(C(=O)c1cccc(Cl)c1)c1c(N)n(Cc2ccccc2)c(=O)[nH]c1=O	-6	5%	-10	12%	·
10	CSc1ccccc1OCc1cc(C(=O)NC(C)c2cnn(C)c2)no1 (stereo not given)	-7	0%	26	-4%	7%
11	CCCNC(=O)C1CCN(S(=O)(=O)c2ccc3c(c2)OCCO3)CC1	-17	7%	-2	-24%	·
12	O=C(NCCc1ccc(Cl)cc1)C(=O)Nc1cc2c3c(c1)CC(=O)N3CCC2	11	-3%	21	2%	·
13	CCOc1ccc(-c2nc(-c3ccc(OC)c(OC)c3)no2)cc1OCC	·	·	·	5%	3%
14	Cc1c(Cl)cccc1N=C1SCCN1C(=O)CN1C(=O)NC2(CCCC2)C1=O	-7	0%	-12	0%	·
15	CCC(C)N1CC(=O)N2Cc3[nH]c4ccccc4c3C[C@H]2C1=O (stereo not given in full)	-3	3%	-18	0%	31%

cpd	BCR signal inh	GALK inhibitor	TSHR antagonist	FBPA coupling cs	A-T KAP1 phos
1	0%	5%	27	-2	26%
2	?	-3%	6	0	7%
3	?	·	-16	·	-19%
4	5%	1%	-7	-3	-2%
5	19%	3%	4	0	7%
6	8%	3%	2	9	0%
7	-22%	-1%	-3	·	-1%
8	12%	-4%	-18	1	6%
9	0%	·	-1	·	3%
10	?	-3%	-5	·	20%
11	7%	·	5	·	0%
12	-7%	·	-19	·	-5%
13	-1%	-5%	3	3	-4%
14	-15%	·	6	·	2%
15	0%	·	4	-3	3%

cpd	smiles	Giardia kill	TCR activator	hERG WT inh	Tb PFK block	MLL CXXC-DNA inh
16	COc1ccc(NC(=O)N(C)C[C@H]2Oc3c(NC(=O)Nc4ccc5c(c4)OCO5)cccc3C(=O)N([C@H](C)CO)C[C@@H]2C)cc1	-23	-3%	4	1%	·
17	O=C1CC(c2ccc(Cl)cc2)c2c(O)cc(O)cc2O1 (stereo not given)	-18	-10%	-9	1%	30%
18	CN(CC(=O)Nc1ccc(N2CCOCC2)cc1)CC(=O)Nc1ccccc1C#N	0	1%[46.1 µM]	5	-9%	11%
19	Cc1cccc(Nc2nc3c(S(=O)(=O)c4ccccc4)nnn3c3ccccc23)c1C	-5	3%[46.1 µM]	16	-4%	6%
20	O=C(NCCCCO)C(F)(F)C(F)(F)C(F)(F)C(=O)NCCCCO	7	0%	17	-7%	2%
21	Cn1c(CN2CCCC2)nc2cc(NC(=O)C3CCCCC3)ccc21	-6	-2%	4	3%	-1%
22	CC1(C)Cc2nc(Cl)c(C#N)cc2CO1	-3	6%	3	-11%	10%
23	Cc1c(OCC(=O)C(C)(C)C)ccc2c(-c3ccccc3)cc(=O)oc12	-1	1%	6	4%	10%
24	CCN(c1ccccc1)S(=O)(=O)c1cc(C(=O)NCc2ccccn2)ccc1C	6	1%	-6	5%	·
25	O=C(COc1nsnc1N1CCOCC1)N1CCOCC1	3	1%	6	9%	16%
26	O=C(NCc1cccc(F)c1)C1CCN(C(=O)c2sccc2-n2cccc2)CC1	?	-3%	-1	-4%	0%
27	CCC(C)N(C(=O)Cn1cnc2c1c(=O)n(C)c(=O)n2C)C1CCS(=O)(=O)C1 (stereo not given)	-14	-34%	-16	0%	·
28	CC(C)(CC(=O)O)CC(=O)NCc1c(Cl)cccc1Sc1ccc(Cl)cc1	-20	-3%	1	13%	4%
29	COc1cc(C(=O)NCCC(c2ccccc2)c2ccccc2)cc(OC)c1OC	5	-2%	-16	3%	0%
30	O=C(Nc1ccc(Br)cn1)c1ccc2ccccc2c1	-21	6%	-10	-5%	-3%

cpd	BCR signal inh	GALK inhibitor	TSHR antagonist	FBPA coupling cs	A-T KAP1 phos
16	0%	·	-10	·	-9%
17	0%	·	-14	3	0%
18	-13%	1%	26	2	-4%
19	5%	3%	27	-1	2%
20	?	2%	-14	3	6%
21	?	-4%	-7	·	4%
22	-1%	4%	4	3	5%
23	4%	-5%	-15	0	13%
24	9%	·	0	·	6%
25	-2%	-1%	22	0	0%
26	0%	1%	-3	3	-1%
27	0%	·	5	·	-2%
28	2%	·	-3	6	3%
29	-4%	-3%	-9	4	4%
30	?	0%	-14	0	0%

cpd	smiles	Giardia kill	TCR activator	hERG WT inh	Tb PFK block	MLL CXXC-DNA inh
31	CC(C)c1cccc(C(C)C)c1NC(=O)c1ccccc1	11	-23%	-6	14%	33%[activator]
32	Cc1ccc(C(=O)NC(=S)NNC(=O)c2ccccc2)cc1	-4	·	-32	-2%	-9%
33	CCOC(=O)/C(C#N)=C/c1c(N2CCN(Cc3ccc4c(c3)OCO4)CC2)nc2c(C)cccn2c1=O	3	1%	23	3%	5%
34	NC(=S)C1COc2ccccc2O1 (stereo not given)	1	-5%	-2	-9%	5%
35	CCOc1cc(/C=N/NC(N)=O)ccc1OCC(=O)Nc1ccc(C)c(C)c1	-3	5%	0	-4%	3%
36	Cc1sc2ncnc(SCC(=O)N(C(C)C)C(C)C)c2c1C	19	-2%	-26	-11%	-12%
37	Cc1cc(OCc2cccc(S(=O)(=O)N3CCOCC3)c2)ccc1Cl	0	2%	13	4%	·
38	Clc1ccccc1C1=CC(c2ccco2)n2nnnc2N1 (stereo not given)	-19	-3%	1	0%	0%
39	Cc1cccc(Oc2c([N+](=O)[O-])c(=O)n(C)c3ccccc23)c1	9	2%	1	-3%	1%
40	CCCCn1c(-c2c(Cl)c(C)nn2C)n[nH]c1=S	-5	0%	6	11%	3%
41	COc1cccc(CN(CC2CCCO2)S(=O)(=O)c2ccc(S(=O)(=O)N(C)C)cc2)c1 (stereo not given)	18	-3%	-26	-4%	0%
42	COc1nc(Nc2ccc3c(c2)OCO3)nc(OC)n1	3	-2%	4	6%	-13%
43	Cc1ccc(NC(=O)CCN2C(=O)NC(C)(C)C2=O)cc1F	-4	-6%	-3	-1%	·
44	CSc1nc2ncc(C(=O)O)c(N)n2n1	-8	4%	-4	0%	-2%
45	CC(C)c1nc2sc3c(=O)[nH]cnc3c2c2c1CCCC2	-3	1%	-2	-7%	-7%
46	CC(=O)N1CCN(C(=O)c2cc(=O)c3ccccc3o2)CC1	-4	-10%	-1	0%	3%

cpd	BCR signal inh	GALK inhibitor	TSHR antagonist	FBPA coupling cs	A-T KAP1 phos
31	1%	11%	-1	4	-1%
32	-19%	5%	-1	1	0%
33	-2%	8%	-15	3	-2%
34	5%	-1%	5	0	4%
35	?	-1%	-7	2	1%
36	-3%	0%	6	2	9%
37	-9%	·	-16	·	-3%
38	-9%	0%	6	5	-3%
39	?	-5%	-19	-15	-5%
40	15%	-1%	-41	3	-1%
41	7%	0%	5	-1	4%
42	-7%	1%	9	0	4%
43	6%	·	5	·	-2%
44	-2%	-2%	-4	2	4%
45	-4%	0%	2	1	3%
46	?	-2%	-10	2	1%
